miR-122 sensor: blocks miR-122 activity in Huh7 sensor cells; activation (reporter increase), % at 12.5 µM; 340,000 tested, 0.3% active; Huh7 miR-122 Renilla luciferase sensor, 48 h; neutral wells = 0, positive control = 100; AID 602342;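 active = mean replicate activation score at least 90 and every replicate individually at or above 90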;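 note: higher luciferase means less miR-122 activity so hits act as miR-122 inhibitors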
GSIS activator: GLuc luminescence reporter in INS-1E cells, primary screen for activators of glucose-dependent secretion of insulin. AID 743287. INS-1E GLuc reporter insulin secretion, 2-3 h. 370,000 tested, 0.61% active. activation, % at 16.6 µM;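 active = lowest replicate activation of at least 40%, so every replicate reaches that level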;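 note: 0% = median of neutral control wells and 100% = median of IBMX positive control wells; some compounds called inactive have numbers as strong as hits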
PglD DTNB: PglD (C. jejuni) enzyme inhibition | inhibition, % at 12.5 µM | purified PglD enzyme, DTNB colorimetric CoA detection | 360,000 tested, 0.098% active; in the data active = inhibition above about 16%, passing the limit was not always enough; note: strong numbers were not always called active
Statin myotox sup: suppressors of simvastatin-induced myotoxicity in C2C12 myotubes | AID 602340 | 330,000 tested, 0.78% active | rescue of ATP level, % at 7.49 µM | ATP luminescence, 48 h; scaled: DMSO 0, geranylgeraniol control 100;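 active = mean ATP rescue above about 67%, or every replicate alone reaching that limit, limit read from the data, passing the limit was not always enough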;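 note: myotubes were challenged with 10 µM simvastatin during compound exposure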
PGC1a acetyl inh: lowers PGC1a acetylation signal in U2OS cells. AlphaScreen anti-acetyl-lysine; with virally co-expressed GCN5 acetyltransferase. inhibition, % at 15.6 µM. 350,000 tested, 0.17% active. AID 651687;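 active = every replicate shows inhibition of at least 40%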;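 note: 0% = neutral control wells and 100% = positive control wells; some results beyond the cut were filed as inactive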
Cneo AK release: Cryptococcus neoformans lysis via adenylate kinase release; 360,000 tested, 0.2% active; C. neoformans lysis, adenylate kinase release luminescence, 4 h; normalised: neutral wells 0, clomiphene wells 100; AID 651654; lysis activity, % at 15 µM;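 active = mean lysis activity across replicates of at least 80%, whatever share of replicates individually reach that level; inactive = mean lysis activity below 80%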
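Material: C. neoformans cells; Schedule: 4 h static compound exposure, 37 °C, read 1 h post-reagent; Measured by: adenylate kinase release luminescence; Read-out: signal increase indicating cell lysis; Controls: Clomiphene as positive lysis control.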
FN deposit inh: fibronectin deposition inhibition | AH1F fibroblasts, Alexa488-fibronectin deposition fluorescence, overnight | inhibition, % at 12.6 µM | AID 743247 | 350,000 tested, 0.086% active;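 active = mean inhibition across replicates of 30% or more, regardless of how many single replicates reach that level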;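 note: positive control wells lacked labelled fibronectin entirely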
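Material – AH1F fibroblast monolayer, labelled fibronectin deposition · Reagent – labelled fibronectin 24 nM · Timing – 1 h adhesion, overnight exposure · Measured by – fluorescence at 485 nm excitation, 525 nm emission · Read-out – inhibition of fibronectin deposition signal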
F508del corr: correctors of CFTR F508del function in bronchial epithelial cells; CFBE cells, YFP halide quenching; stimulated with forskolin plus potentiator P3; % fluorescence drop versus neutral controls; activity (quench increase), % at 7.58 µM; 350,000 tested, 0.36% active;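 active = mean added fluorescence quench of at least 8% versus neutral control, with both replicates also reaching 8%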;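 note: cells transiently co-express mutant CFTR-F508del with the halide-sensitive YFP; corrector assay measuring rescue of mutant channel to the surface after 24 h compound exposure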
* = called active by the depositor; x = no result given.

Start of the listing, in advance (two entries):
SMILES | miR-122 sensor | GSIS activator | PglD DTNB | Statin myotox sup | PGC1a acetyl inh | Cneo AK release | FN deposit inh | F508del corr
COc1ccc(Br)cc1CN1CCN(C(=O)Cc2ccccc2)CC1 | 2 | x | 1 | x | -4 | 0 | x | x
CC(=O)N1CC(=O)Nc2ccc(C)cc2C1c1ccccc1 (centres undefined) | x | 10 | 3 | -13 | -9 | -4 | 2 | 2.7

Results, previewed entries included:
SMILES | miR-122 sensor | GSIS activator | PglD DTNB | Statin myotox sup | PGC1a acetyl inh | Cneo AK release | FN deposit inh | F508del corr
COc1ccc(Br)cc1CN1CCN(C(=O)Cc2ccccc2)CC1 | 2 | x | 1 | x | -4 | 0 | x | x
CC(=O)N1CC(=O)Nc2ccc(C)cc2C1c1ccccc1 (centres undefined) | x | 10 | 3 | -13 | -9 | -4 | 2 | 2.7
Cc1ccc(N2C(=O)/C(=C/N3CCN(C(=O)c4ccco4)CC3)C(=O)NC2=S)cc1C | -2 | x | -5 | -24 | 3 | 0 | x | x
Cc1cc(C(=O)CS(=O)(=O)c2ccccc2)cc(C)c1OC(=O)N(C)C | 5 | -9 | x | x | -6 | x | -1 | 1.2
CC(=CCOc1ccc2ccc(=O)oc2c1)C1=CC(=O)C(C)(C)O1 | -1 | -44 | 2 | 15 | 3 | -1 | x | 0.8
Cc1cccc(NP2(=O)NCCCN2)c1 | -11 | x | 7 | 7 | 8 | -1 | 6 | 3.0
CC1=C2C(=O)C3C(CC=C4CC(OC5OC(O)C(O)C(O)C5CO)CCC43C)C2CCC12OC1CC(C)CNC1C2C (centres undefined) | 4 | 2 | 7 | 9 | 0 | -2 | -2 | -2.0
COc1cc2c(C(=O)N3CCN(C)CC3)c(C)n(C)c2cc1Br | -8 | x | 0 | -9 | -15 | 2 | x | x
CC(C(=O)N1CCC2(CC1)OCCO2)C1Sc2ccccc2NC1=O (centres undefined) | -2 | x | 2 | 9 | 2 | 0 | x | x
CCOC(=O)[C@]12Cc3cc(Cl)ccc3[C@H]1N(Cc1ccccc1)C(=O)c1ccccc12 | x | -3 | 4 | 29 | x | -3 | -8 | -0.9
CN(C)C1=C(C#N)C(c2ccccc2)=NP(N(C)C)(N(C)C)=N1 | 0 | x | 2 | -6 | -8 | 0 | 1 | x
COc1ccc(C2NCc3ccc4c(c3-n3cccc32)OCO4)cc1OC (centres undefined) | -5 | x | -3 | -1 | 8 | 6 | x | x
O=C(C[N+]12CCC(CC1)C(OC(=O)c1ccccc1)C2)c1ccc([N+](=O)[O-])cc1 (centres undefined) | -3 | 11 | x | -1 | -6 | x | -8 | -0.1
c1ccc2c(CN3CCN(C4CCCCC4)CC3)c[nH]c2c1 | 18 | x | 2 | 9 | -25 | 2 | x | x
Cc1cccc(NC2=NCCCS2)c1C | x | -35 | -6 | 11 | -2 | -8 | 1 | x
CCOC(=O)c1cccc([P+](=O)O)c1 | 2 | x | 3 | 6 | -4 | 3 | -1 | x
C[N+]1(C)C2CCC1CC(OC(=O)c1c[nH]c3ccccc13)C2 (centres undefined) | 0 | x | -2 | 2 | -14 | 5 | -1 | 0.4
COc1ccc(NP2(=O)OCC(C)(N)CO2)cc1 (centres undefined) | -5 | -6 | x | x | 1 | x | 1 | -0.6
COc1ccc(-c2ccc3c(c2)CN(C(=O)NC2CCCCC2)Cc2cnnn2-3)cc1 | 24 | 1 | -5 | 26 | -14 | 0 | -4 | 0.6
COc1ccc(-n2c(-c3ccccc3Br)nc3ccccc3c2=O)cc1 | 2 | 0 | -3 | -8 | 0 | -5 | -2 | 2.8
C/C=C1\CN2[C@H]3C[C@@]45c6ccccc6N(C)[C@H]4[C@@H]2CC1C3[C@H]5O (some centres undefined) | 1 | 13 | 7 | 2 | -6 | 5 | x | 4.3
CCN(CC)C(=O)c1ccc(NC(=O)c2sccc2-c2ccccc2)cc1 | x | -10 | 1 | -4 | x | -3 | -6 | 4.5
CCOC(=O)c1ccc(N=Cc2c(O)n(-c3ccccc3F)c(=S)[nH]c2=O)cc1 | -3 | 1 | -6 | 59 | 8 | 1 | 4 | -2.8
CCc1cc(=O)oc2cc(C)cc(OCC(=O)N3CCC(C(=O)O)(c4ccccc4)CC3)c12 | -3 | 23 | 7 | -9 | 12 | 1 | x | 2.0
CCc1ccc(C2=NN(CCC(=O)N3CCC4(CC3)OCCO4)C(=O)CC2)cc1 | -6 | 25 | 1 | 9 | 1 | 2 | 3 | 2.1
Next compounds follow.
SMILES | miR-122 sensor | GSIS activator | PglD DTNB | Statin myotox sup | PGC1a acetyl inh | Cneo AK release | FN deposit inh | F508del corr
CN(C)/C=C1/C(=O)NC(=O)N(CCNc2ncc(C(F)(F)F)cc2Cl)C1=O | x | -8 | x | x | 1 | x | 3 | -1.1
C=CCN1Cc2ccccc2-n2nncc2C1 | -6 | 1 | 1 | 3 | 0 | 0 | 1 | -0.9
COC(=O)C(O)(c1ccc(N(C)C(=O)c2cccs2)cc1)C(F)(F)F (centres undefined) | x | -15 | x | x | -15 | x | 3 | 0.6
Cc1ccc(NC(=O)c2cc(-c3ccccc3)n(CCCN3CCOCC3)c2C)cc1 | 0 | -19 | 6 | -9 | -9 | -6 | 4 | 2.4
COC(=O)C1=C(c2ccc(OC)c(OC)c2)C[C@@H]2CC[C@H]1N2C(=O)NCc1cccc2ccccc12 | 4 | -12 | 1 | -12 | x | 0 | 2 | 1.0
CC(=O)O[C@@]12CO[C@@H]1C[C@H](OC1OCC(O)C(O)C1O)[C@@]1(C)C(=O)[C@H](O)C3=C(C)[C@@H](OC(=O)[C@H](O)[C@@H](NC(=O)c4ccccc4)c4ccccc4)C[C@@](O)([C@@H](OC(=O)c4ccccc4)C12)C3(C)C (some centres undefined) | 1 | 4 | 0 | -28 | -13 | 0 | x | 2.8
O=C1C2CCCN2C(c2cccnc2)N1c1ccc(Cl)c(Cl)c1 (centres undefined) | 2 | -1 | 4 | 3 | 4 | 0 | -1 | x
COC(=O)C1=C(c2cccc(OCc3ccccc3)c2)C[C@@H]2CC[C@H]1N2C(=O)NCCCOC(C)C | -1 | -21 | -3 | 0 | -1 | -3 | -1 | -1.4
O=C(Cn1c(=O)n(CC2CS2)c2ccccc21)N1CCCCC1 (centres undefined) | 3 | 0 | 1 | 5 | -23 | -1 | 3 | 0.5
CC12C=CC(=O)C=C1CCC1C2C(O)CC2(C)C1CCC2(C)O (centres undefined) | -7 | 2 | x | 5 | 4 | x | 1 | -3.2
Nc1ccc2c(c1)oc1ccccc12 | -4 | 19 | 4 | -24 | -6 | 4 | 12 | x
COc1ccc(CCn2c(O)c(C=Nc3ccc(NC(C)=O)cc3)c(=O)[nH]c2=O)cc1OC | 0 | 23 | -3 | x | -1 | 6 | 2 | -1.7
CC(=O)N1CN2CN(C(C)=O)CC(C(=O)c3ccccc3)(C2)C1 | 2 | x | -2 | x | 0 | 1 | x | x
CC[N+](C)(CC)CCCOC(=O)C(O)(c1ccccc1)C1CCCCC1 (centres undefined) | -1 | x | 0 | 7 | 3 | -1 | x | x
CC1CCN(CC#CCOc2ccc(Cl)cc2)CC1 | -7 | 8 | 6 | -4 | x | -1 | -7 | 3.3
COC(=O)C1=C(c2ccc(F)cc2OCc2ccccc2)C[C@@H]2CC[C@H]1N2C(=O)NCc1ccccc1 | x | 0 | 2 | 4 | x | 2 | -7 | -1.0
CCNc1nc(NC(C)(C)C)nc(SC)n1 | -2 | x | -4 | 1 | -17 | -1 | 16 | 3.8
COc1ccc(CNCCc2ccc(Cl)cc2)c(OC)c1OC | 6 | -6 | -28 | -8 | -8 | 0 | -1 | 2.8
O=c1[nH]c(=O)n(Cc2ccco2)c(O)c1C=NC1CC1 | 0 | 38 | 2 | 26 | 43 | 2 | x | x
O=C1CN=C(c2ccccc2)c2ccccc2N1 | -1 | -1 | -8 | 8 | -9 | 0 | 7 | -3.9
CNC(=O)Oc1ccc(N(C)C)cc1C(C)C | x | 3 | 3 | 9 | x | 1 | 3 | -1.3
CC1(C)CN=C(Nc2nc3ccccc3s2)S1 | 8 | x | -9 | -40 | -8 | 2 | x | x
CCOC(=O)[C@]12Cc3cc(OC)c(OC)cc3[C@H]1N(Cc1ccccc1)C(=O)c1ccccc12 | -6 | -5 | 1 | 6 | -3 | 2 | -7 | 2.9
COC(=O)C1=Nc2ccccc2/C1=C\c1c(O)n(C)c(=O)n(C)c1=O | 7 | x | -5 | x | 8 | 2 | 1 | 0.7
Oc1ccc2c3c1OC1c4oc5ccccc5c4C[C@@]4(O)[C@@H](C2)N(CC2CC2)CC[C@]314 (some centres undefined) | -6 | -24 | -1 | 1 | -11 | -3 | x | 0.0

In a second layout: two of the compounds above
> COc1ccc(CNCCc2ccc(Cl)cc2)c(OC)c1OC
- miR-122 sensor: 6
- GSIS activator: -6
- PglD DTNB: -28
- Statin myotox sup: -8
- PGC1a acetyl inh: -8
- Cneo AK release: 0
- FN deposit inh: -1
- F508del corr: 2.8
> O=c1[nH]c(=O)n(Cc2ccco2)c(O)c1C=NC1CC1
- miR-122 sensor: 0
- GSIS activator: 38
- PglD DTNB: 2
- Statin myotox sup: 26
- PGC1a acetyl inh: 43
- Cneo AK release: 2
- FN deposit inh: x
- F508del corr: x

The listing continues.
SMILES | miR-122 sensor | GSIS activator | PglD DTNB | Statin myotox sup | PGC1a acetyl inh | Cneo AK release | FN deposit inh | F508del corr
COc1ccc(C2CN(C)CC2C(=O)c2ccc(F)cc2)cc1Cl (centres undefined) | x | -16 | x | x | 0 | x | -3 | -0.6
O=C(Oc1ccc([N+](=O)[O-])cc1)N1CCC(N2CCCCC2)CC1 | x | 30 | -5 | -18 | x | -2 | 7 | 0.5
COC(=O)C1=C(c2cccc(Cl)c2)C[C@@H]2CC[C@H]1N2C(=O)NCC1CC1 | 6 | -24 | -2 | 0 | 12 | 4 | 1 | 3.6
CC1(C)CC(n2[nH]c(=O)c3c2NC(=O)CSC3c2ccccc2)CCO1 (centres undefined) | -2 | x | -4 | 16 | 0 | 0 | x | x
CC1[C@H]2Cc3ccc(O)cc3[C@]1(C)CCN2CCc1ccccc1 (some centres undefined) | 4 | 28 | -9 | -1 | -15 | 4 | x | 2.4
Fc1ccc(NC2=NCCS2)cc1Cl | 5 | x | -3 | 19 | -7 | -3 | x | x
Cc1ccc(-n2c(O)c(C=NC3CCCCC3N)c(=O)[nH]c2=O)cc1C (centres undefined) | -5 | x | -2 | x | 5 | -1 | x | x
CCOP(=O)(OCC)C(NC(=O)c1ccc(C)cc1)C(Cl)(Cl)Cl (centres undefined) | -1 | 8 | -6 | 15 | 9 | -2 | -5 | x
CC(C)(C)n1nnnc1C(CCc1ccccc1)N1CCC(n2c(=O)[nH]c3ccccc32)CC1 (centres undefined) | -5 | -30 | 0 | 8 | -1 | 4 | 7 | -2.8
CCOC(=O)C(NC(=O)CC)(Nc1ccc(C(O)(C(=O)OCC)C(F)(F)F)cc1C)C(F)(F)F (centres undefined) | -8 | x | 4 | 8 | -5 | -7 | 7 | x
CCC(=O)OC1(c2cccc(C)c2)CC(C)N(C)CC1C (centres undefined) | 4 | x | -6 | x | 2 | 14 | x | x
N#CC(C#N)=Cc1ccc(O)c(O)c1 | -5 | x | -3 | 7 | -27 | -2 | 2 | 3.5
CN1C(=O)C(c2ccc([N+](=O)[O-])cc2[N+](=O)[O-])C(=O)N(C)C1=O | x | -7 | -5 | 0 | 1 | -1 | -3 | 2.2
O=P1(Nc2ccc(F)cc2)COc2ccccc2OC1 | 0 | x | -4 | 12 | 5 | 3 | x | x
O=C(NCC1=C(c2cccc3ccccc23)C[C@@H]2CC[C@H]1N2Cc1ccco1)c1ccc([N+](=O)[O-])cc1 | -6 | -12 | -5 | -14 | 7 | -1 | -26 | 1.0

An excerpt; count on the stated rates, not on these rows.
